From PubChem BioAssay
sdo1 growth – compounds rescuing growth of sdo1-depleted yeast, bone marrow failure model; S. cerevisiae sdo1-depleted JHY4D growth rescue, OD600 30 h; active compounds read high; pdr5 snq2 efflux-pump mutant strain; z-score at 10 µM; 140,000 tested, 0.21% active; AID 817;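 active = z-score above 3 at both the 24 hr and the 30 hr optical density reads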;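 also: z-score against mean and SD of all compound wells on the same plate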
Insulin prom inh – TRM-6 insulin promoter activity inhibition. TRM-6 cells (human fetal islet line), insulin promoter-eGFP reporter, imaging; reporter expression induced with tamoxifen. inhibition, % at 2 µM. 130,000 tested, 0.9% active. AID 1273;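 active = inhibition above the mean plus 3 SD, with well images judged a real hit on visual review, cut at about 60% in these data, passing the limit was not always enough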
sdo1 growth Rescue 24 h – further read-out of sdo1 growth, marked with its call; z-score; S. cerevisiae sdo1-depleted JHY4D growth rescue, OD600; measured here: growth rescue at 24 h;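 0 is the plate mean of compound wells and units are plate SD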
Starred values were filed as active, the others as inactive; nt = not tested or not shown.

Structure	sdo1 growth	sdo1 growth Rescue 24 h	Insulin prom inh
CCOC(=O)C(CC)n1nc(C)n2c(cc3occc32)c1=O (stereo not given)	-0.11	0.06	-12
Clc1ccc(-c2cn3c(n2)CCC3)cc1	-0.18	-0.72	nt
N#Cc1cnc(SCC(=O)NNC(=O)COc2cccc3ccccc23)nc1N	0.99	-0.12	nt
O=C(NC(Cc1ccccc1)C(=O)O)c1ccccc1 (stereo not given)	-0.17	-1.4	nt
O=C1OCc2ccc(NC(=O)C3CCCCC3)cc21	0.37	0.13	3
COc1ccccc1CNS(=O)(=O)c1cccc(S(=O)(=O)N2CCOCC2)c1	1.1	0.87	nt
CC(=O)C1=C(NC(=O)c2ccccc2F)C[C@@H]2[C@H]1C2(C)C	-1.5	-1.1	-21
CN(C)c1nnnn1-c1ccc(Cl)cc1	nt	nt	0
COc1ccc(-n2nc3c(c2NC(=O)Cc2cccc(C)c2)CS(=O)C3)cc1 (stereo not given)	1.6	1.4	nt
Cc1ccc(Oc2c(C=O)c3ccccc3n2C)cc1	-2	-1.1	60
Cc1ccc(S(=O)(=O)N[C@H](C(=O)OCC(=O)N2N=C(c3ccc(Cl)cc3)CC2c2ccco2)C(C)C)cc1 (stereo not given in full)	-0.19	-0.13	13
N#Cc1cc(-c2ccccc2)nc(Oc2ccc(Cl)cc2)n1	-1.4	-0.76	-172
O=C(Nc1ccc2c(c1)CCC2)c1cccc(S(=O)(=O)N2CCN(c3ccc(F)cc3)CC2)c1	1	1.7	35
COc1ccc(N/N=C(/Oc2ccc([N+](=O)[O-])cc2)C(C)=O)cc1	-0.54	-0.73	8
O=C1NCC(CN(c2ccccc2)c2ccccc2)O1 (stereo not given)	-0.18	-0.75	-36
Cc1ccc(-c2nnc(N3CCN(C(=O)Cn4c(=O)n(C)c5ccccc54)CC3)c3ccccc23)cc1	0.07	0.09	3
CCN=C1SC(C(=O)Nc2cccc(C(=O)O)c2)CC(=O)N1CC (stereo not given)	0.67	0.84	nt
CC(=O)c1ccc(NC(=O)c2ccccc2Sc2ncnc3sc(C)c(C)c23)cc1	-0.62	-0.46	-13
COc1cc(NC(=O)Nc2ccccc2)c(OC)cc1NC(=O)CN1CCCCC1	0.46	0.61	36
C/C(=N\NC(=O)CN(c1ccccc1Br)S(C)(=O)=O)c1cccs1	nt	nt	5
CC(C)CCNC(=O)CN(C(=O)CCC(=O)Nc1ccccn1)c1ccc2c(c1)OCCO2	1.3	1.4	50
Cc1cccc(N(CC(=O)N2CCN(c3ccccc3F)CC2)S(C)(=O)=O)c1	nt	nt	-27
O=C(C1=C(O)C(=O)N(c2ncccn2)C1c1cccs1)c1ccco1 (stereo not given)	-0.02	-0.74	7
CN(C)S(=O)(=O)c1ccc(C(=O)OCC(=O)Nc2cccnc2Cl)cc1	nt	nt	-3
COC(=O)C1=C(SC)N(c2ccccc2)C(c2ccccc2)CC1=O (stereo not given)	-0.68	-1.2	-10
Brc1cccc(/C=N/Nc2nc(N3CCCCC3)nc(N3CCCCC3)n2)c1	nt	nt	25
Cc1cc(=O)[nH]c(-c2cccnc2)n1	nt	nt	-7
COc1ccc(CNC(=O)Cn2nc(-c3ccc4c(c3)OCCO4)ccc2=O)cc1	1.3	1.1	nt
O=C(NN1C(=O)c2cc(Br)ccc2NC1c1cc(Br)cc(Br)c1O)c1ccncc1 (stereo not given)	0.84	0.88	0
Cc1ccccc1NC(=O)c1sc(NC(=O)COc2ccccc2)c(C#N)c1C	-0.7	-0.2	17

Random excerpt: 2 records from the list, in no set order.
Structure	sdo1 growth	sdo1 growth Rescue 24 h	Insulin prom inh
Cc1ccccc1NC(=O)c1sc(NC(=O)COc2ccccc2)c(C#N)c1C	-0.7	-0.2	17
CC(=O)c1ccc(NC(=O)c2ccccc2Sc2ncnc3sc(C)c(C)c23)cc1	-0.62	-0.46	-13

More compounds.
Structure	sdo1 growth	sdo1 growth Rescue 24 h	Insulin prom inh
Cc1ccc(C2=NN(C(=O)C3CCCO3)C(c3ccco3)C2)cc1 (stereo not given)	nt	nt	4
COC(=O)[C@H](Cc1ccccc1)NC(=O)NCC1CCCO1 (stereo not given in full)	0.33	0.13	-12
CCC1Oc2ccccc2N(CC(=O)NCCC2=CCCCC2)C1=O (stereo not given)	-1.1	-1.6	nt
CCN(CC)S(=O)(=O)N1CCC(C(=O)NCc2ccc3c(c2)OCO3)CC1	0.99	0.37	6
CC(=O)Nc1ccc(S(=O)(=O)N2CCC(c3nc4ccccc4[nH]3)CC2)cc1	0.91	1.2	32
Cc1ccc(C(=O)NC(=S)N2CCN(c3ccccc3F)CC2)cc1	-1.2	-0.68	-15
Cc1cccc(Cn2nc(-n3cccc3)c3c(C)cc(C)nc32)c1	nt	nt	-209
COC(=O)c1cc2n(n1)CCN(Cc1ccc(C)cc1)C2=O	1.8	1.5	37
COc1ccc2cnn(-c3ccccc3C)c(=O)c2c1OC	0.63	0.46	-6
COc1ccccc1CNC(=O)C1Cc2ccccc2C(=O)O1 (stereo not given)	nt	nt	30
O=C(NCCc1csc(-c2ccccc2)n1)c1cccs1	-1.7	-1.7	nt
C/C(=N/NC(=O)c1cn(-c2cccc(C)n2)cn1)c1ccc(C)cc1	-0.89	-1.7	43
CCS(=O)(=O)N1Cc2ccccc2CC1C(=O)Nc1nc2c(C)cccc2s1 (stereo not given)	-1.4	-1.1	-32
O=C(Cc1ccccc1)Nc1ccc(N2CCCC2)cc1	0.39	1.3	-19
Cc1ccc(C(C(=O)NC2CCCC2)N(C(=O)c2csnn2)C2CCCC2)o1 (stereo not given)	-0.08	0.83	nt
CCCS(=O)(=O)c1nc(S(=O)(=O)c2ccc(C)cc2)c(NCCN2CCOCC2)s1	0.77	0.8	-35
c1ccc(CSc2ncnc3sccc23)cc1	nt	nt	-29
COc1ccccc1NS(=O)(=O)c1cccc(NC(=O)c2cc3ccccc3oc2=O)c1	nt	nt	28
Cc1cccc(NC(=S)/N=C(\N)Nc2nc(C)c3cc(C)ccc3n2)c1	-0.73	-0.26	nt
O=C(Nc1ccc(-c2noc(-c3ccccc3F)n2)cc1)c1cccs1	-0.34	0.64	14
Cc1nc2c(cc1C(=O)N/N=C/c1ccc(O)c(O)c1)c(=O)n(C)c(=O)n2C	-0.18	-0.43	nt
CSc1ncccc1C(=O)Nc1ccc(F)c(F)c1F	nt	nt	50
CCc1nnc(NC(=O)CCN(c2ccc(C)cc2)S(=O)(=O)c2ccccc2)s1	0.53	0.5	-10
Cc1cc(Nc2cccc(C(F)(F)F)c2)n2nc(C)nc2n1	0.05	0.17	0
CCc1ccc(Nc2oc(C)cc(=O)c2C(C)=O)cc1	0.41	0.73	-114
O=C(COC(=O)[C@H](Cc1ccccc1)NC(=O)c1cccs1)NC1CCCCC1	-0.52	-0.51	nt
CC1(C)Cc2c(sc(NC(=O)c3ccc(Br)o3)c2C#N)CO1	-1.1	-0.97	26
O=C(N/C(=C\c1ccco1)C(=O)N1CCOCC1)c1ccco1	nt	nt	-12
Cc1cc(C)c2cc(CN(CC3CCCO3)S(=O)(=O)c3ccc4c(c3)OCCO4)c(=O)[nH]c2c1 (stereo not given)	-0.04	-0.15	nt
COc1ccccc1CNCc1cccs1	0.53	0.19	-93
O=C(O)c1ccc2c(=O)n(-c3ccccc3F)c(=S)[nH]c2c1	nt	nt	-35
O=S(=O)(NCc1ccncc1)c1ccc(Br)s1	0.4	-0.04	nt
CC1CCCCN1Cc1nc2c(c(=O)n(C)c(=O)n2C)n1CCc1ccccc1 (stereo not given)	0.05	-0.44	14
CC(=O)Nc1ccc(OCC(O)CN2CCN(c3ccc(Cl)cc3)CC2)cc1 (stereo not given)	-0.33	-0.42	-138
CCOC(=O)c1cc2sccc2n1CC(=O)Nc1ccc2c(c1)OCCO2	-0.54	0.48	37
Cc1c(Cl)cccc1NC(=O)NC1CCCCC1	-0.93	0.15	-466
O=C(NCCc1ccccn1)c1ccc(NS(=O)(=O)c2ccc(F)cc2)cc1	nt	nt	-20
CCc1ccc(/C=C2\SC(=S)N(CCC(=O)NC3=NCCS3)C2=O)cc1	nt	nt	20
COc1ccc(-c2nnc(SCC(=O)N3CCOCC3)o2)cc1OC	0.57	0.34	nt
Fc1ccccc1CSc1nnnn1-c1ccc2c(c1)OCO2	-1.2	-1.5	-10
CCN(CC)S(=O)(=O)c1ccc(C)c(NC(=O)COC(=O)[C@@H]2CCCN2C(=O)c2cccs2)c1	nt	nt	0
COc1ccc(C(=O)N/N=C/c2ccc(N3CCOCC3)o2)cc1OC	nt	nt	60
CCCCNC(=O)/C(C#N)=C/c1ccc(-c2ccc(S(=O)(=O)N3CCOCC3)cc2)o1	-0.25	-0.11	-5
COc1ccc(C(C)=O)cc1CN(C)C	1.1	0.13	37
CC(C)(C)C(=O)C[n+]1ccccc1	nt	nt	0
CSc1nsc(SC)c1C(=O)N1CCN(S(=O)(=O)c2ccc(C)cc2)C1C (stereo not given)	3.9*	5.6*	-125
CCOCCc1nnc(NC(=O)c2cccs2)s1	0.71	1.1	-4
Cc1cccc(C)c1OCc1nnc(NC(=O)CSc2ccc(Cl)cc2)s1	-0.08	-0.15	39
Cc1cccc(NC(=O)CSc2nnc(CNC(=O)c3ccc(S(=O)(=O)N(C)C)cc3)n2-c2ccc(F)cc2)c1	0.74	0.71	nt
CC(C)c1onc(C(=O)N2CCCCC2)c1[N+](=O)[O-]	0.36	0.1	31
Cc1nn(Cc2ccc(Cl)cc2)c(=O)n1N(C)c1ncc(C(F)(F)F)cc1Cl	-1.1	-1.4	-34
CC1c2nc3ccccc3n2C(CC(=O)NCc2ccccn2)C(=O)N1Cc1ccccc1 (stereo not given)	0.54	-0.35	9
COc1ccc2[nH]c3c(c2c1)CCn1c-3nc2ccccc2c1=O	-0.62	0.35	26
C/C(=N\NC(=O)c1ccc(Br)cc1)c1ccccc1	0.8	0.63	-16
CCCCSc1nc2c(c(=O)[nH]1)CCC2	-0.96	-1.5	nt
Cn1nc(C(=O)Nc2cccnc2)c2ccccc2c1=O	0.92	0.54	31
O=C(COc1ccc(Cl)cc1)NCc1nnc(SCC(=O)NC2CCCCC2)o1	0.05	-0.07	21
O=C(CSCc1ccc(C(=O)O)cc1)Nc1ccccc1	nt	nt	-59
CCOc1ccc(C(=O)NC(=S)Nc2ccccc2N2CCC(C)CC2)cc1[N+](=O)[O-]	0.56	1.1	7
CCc1cccc(NC(=O)Cn2cc(C=O)c3ccccc32)c1	nt	nt	53

A second format for some results above.
smiles: O=C(COc1ccc(Cl)cc1)NCc1nnc(SCC(=O)NC2CCCCC2)o1
  sdo1 growth = 0.05
  sdo1 growth Rescue 24 h = -0.07
  Insulin prom inh = 21

smiles: O=C(CSCc1ccc(C(=O)O)cc1)Nc1ccccc1
  sdo1 growth = nt
  sdo1 growth Rescue 24 h = nt
  Insulin prom inh = -59

smiles: CC1c2nc3ccccc3n2C(CC(=O)NCc2ccccn2)C(=O)N1Cc1ccccc1 (stereo not given)
  sdo1 growth = 0.54
  sdo1 growth Rescue 24 h = -0.35
  Insulin prom inh = 9

New compounds follow.
Structure	sdo1 growth	sdo1 growth Rescue 24 h	Insulin prom inh
O=C(CSc1ccccn1)N/N=C/C=C/c1ccccc1	0.25	-0.06	23
CCOC(=O)c1nnn(-c2nonc2N)c1CNc1ccc(C)c(Br)c1	-1.8	-1.3	-15
Cc1ccc2c(CC(=O)Nc3c(C)n(C)n(-c4ccccc4)c3=O)coc2c1	0.92	0.66	-50
O=C(NC(=S)NC1CCSC1=O)c1ccccc1 (stereo not given)	0.1	-0.46	nt
Cc1ccc(C(C(=O)NCc2ccccc2)N(C(=O)c2csnn2)c2cccc3ccccc23)o1 (stereo not given)	-0.69	-0.05	-17
COCCSc1nnc(NC(=O)c2ccc([N+](=O)[O-])cc2)s1	nt	nt	0
CC(C)c1ccccc1-n1c(-c2cccnc2)n[nH]c1=S	nt	nt	29
O=C(NC(=S)Nn1cnc2c(cnn2-c2ccccc2)c1=O)c1ccc(Cl)cc1	0.23	0.17	nt
O=C(CC1C(=O)NCCN1C(=O)Nc1ccccc1)Nc1cccc(Cl)c1 (stereo not given)	nt	nt	-63
COc1ccc(C(=O)Oc2coc(CSc3nnc(NC(=O)c4cccs4)s3)cc2=O)cc1	-0.47	-0.07	4
O=C(NCCc1c[nH]c2ccccc12)C(=O)NCC1OCCN1S(=O)(=O)c1ccc(F)cc1 (stereo not given)	-0.17	0.1	-48
CC(C)(C)SCCNS(=O)(=O)c1ccc2ccccc2c1	-1.9	-1.8	10
COC(=O)c1[nH]c2cc(OC)ccc2c1NC(=O)CCN1CCCCC1	1.7	0.93	21
COc1ccc(OC)c(-c2csc(N(Cc3ccco3)C(=O)c3ccco3)n2)c1	nt	nt	50
CSC1=NCCN1C(=O)c1ccc(S(=O)(=O)N2CCCCC2)cc1	-0.07	-0.57	nt
O=c1[nH]c2c(n(C3CCCCC3)c1=O)CCC2	-0.15	-0.23	nt
Cc1cc(NC(=O)CN2CCN(c3ccccc3O)CC2)no1	0.48	0.37	-68
CSc1ccccc1C(=O)N1CCc2ccccc2C1	nt	nt	-67
COc1ccc(CN(C)C(c2ccccc2)c2nnnn2-c2ccccc2C)c(OC)c1C (stereo not given)	0.09	1.1	3

Only part of the results is shown (hit frequency here may not be typical).
